From PubChem BioAssay
TNF necrop inh: TNF-alpha cell death inhibition in Jurkat FADD-/- cells; AID 463075; hit rate 0.068% among 220,000; activation (protection from cell death), % at 10 µM; Jurkat FADD-/- TNF necroptosis rescue, ATP luminescence, 24 h; 0 = TNF only, 100 = no-TNF cells;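 active means activation, meaning protection from cell death, of at least 50% relative to plate controls; inactive means activation below 50%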;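 further: necroptosis triggered by 40 ng/mL TNF-alpha added together with compound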
CHOP inh: blocks CHOP induction under ER stress | CHO-K1 CHOP-promoter luciferase, tunicamycin-induced, 15-18 h | inhibition, % at 10 µM | hit rate 3.8% among 220,000 | AID 2732;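 active means compounds that reduced the stress-induced luciferase reporter signal by more than about 70% of percent inhibition, limit read from the data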;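 further: 0% = tunicamycin plus vehicle and 100% = wells without tunicamycin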
TRPML3 ag: activates the human TRPML3 channel; Q8TDD5; HEK293 TRPML3-YFP, Fluo-8 calcium fluorescence; 100% = the carbachol control signal; activation, % at 3 µM; hit rate 0.29% among 220,000; AID 1448;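 active means activation above its plate's cutoff, the mean activation of the plate's test wells plus 3 SD, cut at about 12% in these data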;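 further: 0% = DMSO only wells and 100% = carbachol wells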
Target sequence (Q8TDD5 whole entry, looked up): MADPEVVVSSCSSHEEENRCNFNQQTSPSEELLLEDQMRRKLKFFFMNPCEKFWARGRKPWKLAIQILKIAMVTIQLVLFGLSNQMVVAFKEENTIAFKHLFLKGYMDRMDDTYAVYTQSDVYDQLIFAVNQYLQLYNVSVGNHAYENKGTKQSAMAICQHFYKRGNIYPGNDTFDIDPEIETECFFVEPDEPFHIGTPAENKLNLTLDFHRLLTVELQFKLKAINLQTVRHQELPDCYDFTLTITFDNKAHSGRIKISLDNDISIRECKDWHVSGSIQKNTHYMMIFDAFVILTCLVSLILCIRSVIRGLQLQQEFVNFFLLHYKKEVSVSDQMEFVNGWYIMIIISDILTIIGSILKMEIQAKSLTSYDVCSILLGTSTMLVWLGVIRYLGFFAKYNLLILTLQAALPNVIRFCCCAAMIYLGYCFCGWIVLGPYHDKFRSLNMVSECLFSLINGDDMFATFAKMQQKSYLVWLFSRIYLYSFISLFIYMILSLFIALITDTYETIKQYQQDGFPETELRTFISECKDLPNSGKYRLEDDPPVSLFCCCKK
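system = HEK293 cells stably carrying human TRPML3-YFP | doses = one concentration, 3 µM nominal, 0.3% DMSO | timing = dye loading 1 h 37 °C then 30 min ambient, 125 s read | detection = Fluo-8 calcium dye fluorescence, ex 470-495, em 515-575 nm | benchmarks = high control carbachol 87 µM, low control DMSO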
zfTRPN1 agonist: zebrafish TRPN1 (NompC) channel agonism. activation, % at 3 µM. hit rate 0.18% among 220,000. HEK293 zebrafish TRPN1-YFP, Fluo-8 calcium fluorescence; 100% = response to 87 µM carbachol;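 active means activation above its plate's cutoff, the mean activation of test wells on that plate plus 3 SD, cut at about 19% in these data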;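 further: 0% = DMSO alone and 100% = 87 µM carbachol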
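Material: zebrafish TRPN1-YFP in HEK293 cells; Doses: single test compound dose, 3 µM nominal, 0.3% DMSO; Timing: dye loading 1 h at 37 °C, then 30 min room temperature; Technique: intracellular calcium fluorescence with Fluo-8; Benchmarks: high carbachol 87 µM, low DMSO alone.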
PPC-1+TRAIL kill: compounds killing PPC-1 cancer cells with TRAIL present (potentiator screen, no TRAIL-free arm) | PPC-1 cells + TRAIL, ATPLite viability luminescence | cell killing (% activity), % at 4 µM | hit rate 0.41% among 220,000;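 active means cell killing above 50% in the first pass at 4 µM, then a duplicate retest at 5 µM averaging 50% or more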;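 further: plate controls were cells with TRAIL plus DMSO for no effect and medium-only wells lacking cells for full effect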
Wee1 stabilizer: inhibitors of human Wee1 degradation; hit rate 1.2% among 220,000; P30291; HeLa Luc-Wee1K328M stability, luciferase luminescence; 100% = proteasome inhibitor MG132 effect; AID 1321; reporter increase, % at 5 µM;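 active means activation above the mean of all tested compounds plus 3 SD, set per screening run, cut at about 8.8% in these data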;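 further: cells exposed to compound for 20 h before luminescence read; 0% = DMSO alone and 100% = MG132 at 30 µM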
RBBP9 inh: inhibitors of human serine hydrolase RBBP9; O75884; recombinant RBBP9, FP-Rh probe fluorescence polarization; inhibition, % at 7.94 µM; hit rate 0.2% among 220,000; AID 1515;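 active means inhibition above the campaign mean of all tested compounds plus 3 SD, cut at about 14% in these data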;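 further: plate controls were DMSO wells with RBBP9 for no effect and wells lacking RBBP9 protein for full effect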
Target sequence (O75884 whole entry, looked up): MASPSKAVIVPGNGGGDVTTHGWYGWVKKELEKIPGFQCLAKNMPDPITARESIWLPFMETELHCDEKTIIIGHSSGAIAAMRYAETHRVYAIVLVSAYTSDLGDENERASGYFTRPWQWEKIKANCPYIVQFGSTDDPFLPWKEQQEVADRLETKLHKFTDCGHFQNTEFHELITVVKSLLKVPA
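Material: RBBP9 protein. Amount: RBBP9 at 2.5 µM in dispensed solution, before mixing. Schedule: 30 min then 45 min, 25 °C. Medium: Tris buffer pH 8.0, NaCl, Pluronic. Measured by: fluorescence polarization. Measure: percent inhibition from mP, scaled between DMSO and no-protein wells. Replication: one well per compound.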
Ba/F3 V617F tox: loss of viability in JAK2V617F-driven Ba/F3 cells | hit rate 1.1% among 220,000 | inhibition, % at 5.6 µM | AID 1446 | Ba/F3 EpoR-JAK2V617F viability, ATP luminescence;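 active means inhibition above the campaign mean plus 3 SD over all tested compounds, cut at about 24% in these data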;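 further: cytokine-independent growth of Ba/F3 cells driven by EpoR plus mutant JAK2; 0% = DMSO-treated cells and 100% = JAK inhibitor I control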
BaF3 tox: counter-screen for JAK2V617F inhibitors: parental Ba/F3 viability inhibitors; hit rate 1.1% among 220,000; inhibition, % at 5.6 µM; CellTiter-Glo ATP luminescence;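 active means inhibition above a per-campaign cutoff, the mean inhibition of all tested compounds plus 3 SD, cut at about 27% in these data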;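 further: 0% = DMSO wells and 100% = JAK Inhibitor I control wells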
The depositor's hits bear a star; . = not tested or not shown.

SMILES	TNF necrop inh	CHOP inh	TRPML3 ag	zfTRPN1 agonist	PPC-1+TRAIL kill	Wee1 stabilizer	RBBP9 inh	Ba/F3 V617F tox	BaF3 tox
Nc1nc(NCC2CCCO2)nc(Nc2ccc(Cl)cc2)c1[N+](=O)[O-] (configuration not stated)	2.3	64	-0.6	0.4	7	-2	-7	-1	3
Cc1nnc(SC(C)C(=O)NCC2CCCO2)n1-c1ccccc1 (configuration not stated)	-3.0	6	0.4	0.4	2	0	-7	1	0
Fc1ccc(OCc2nc3ccccc3s2)cc1	0.0	30	0.8	0.5	22	-2	3	-2	2
COc1ccc(/C=N/Nc2cc(C)nc(-n3nc(C)cc3C)n2)c(OC)c1	-9.5	65	-0.7	-1.6	24	0	-8	0	3
O=C(CSc1ccccc1)Nc1ccc(C(=O)Nc2cccc(O)c2)cc1	-1.0	1	0.3	0.2	-1	3	-14	3	4
O=C(CCc1ccccn1)NC1CCCc2c1cnn2-c1ccc(F)cc1F (configuration not stated)	-1.3	10	1.8	2.7	-8	-3	-6	-3	3
C/C(=N\OC(=O)c1c(-c2ccccc2Cl)noc1C)c1ccncc1	-5.7	17	0.2	1.2	14	0	-4	-2	-1
CCn1c(CC(=O)Nc2cccc(OC)c2)nnc1SCC(=O)N1CCN(c2ccccc2)CC1	0.1	8	0.3	-0.2	0	2	8	-2	1
O=C(c1ccccc1CCc1ccccc1)N1CCOCC1	-1.2	5	0.1	-0.7	9	-2	4	0	5
Cc1nn(-c2ccc(F)cc2)c(Cl)c1/C=C(\CCC(=O)O)c1nc2ccccc2s1	-3.4	26	0.2	0.4	12	-1	1	-5	4
c1ccc(Oc2ccc(-n3cnnn3)cc2)cc1	-0.1	44	-0.3	-0.7	18	-3	-3	-1	0
CCOc1cc(/C=N/n2cnnc2)ccc1OS(=O)(=O)c1ccccc1	-4.6	8	0.5	2.4	4	-1	-6	0	2
Cc1ccc2c3c([nH]c2c1)C(=O)CC(C)(C)S3	1.2	33	0.4	-1.8	17	-3	-7	-5	0
O=C(Nc1ccccc1)C1CCN(C(=O)c2ccc([N+](=O)[O-])cc2)CC1	2.8	-8	-0.2	-1.8	-3	-1	5	-3	-3
CC(C)c1nc2n[nH]c(N)c2c2c1CCC2	-0.3	14	0.3	-1.1	2	-1	-5	-4	0
COC(=O)/C(=C\c1ccc2c(c1)c1ccccc1n2C)NC(=O)c1ccccc1	2.8	19	-0.2	-0.6	14	1	-16	-3	0
Clc1ccccc1/C=C/C=N/Nc1nc(N2CCOCC2)nc(N2CCOCC2)n1	-0.9	-13	-0.3	-0.6	18	-3	-8	1	2
COc1cc2c(N3CCOCC3)cc(O)c(CC(=O)Nc3ccccc3)c2cc1OC	-0.3	12	-0.1	-0.9	-20	-1	4	1	5
CCOc1ccccc1N(CC(=O)Nc1ccccc1C(=O)O)S(C)(=O)=O	0.3	-18	0.6	1.6	-6	2	3	0	0
CC(C)n1c(O)c(N=Nc2ccc(Cl)c(C(=O)O)c2)c2ccccc21	-1.7	-10	0.7	0.3	34	-2	-1	0	-10
Cc1cccc(NC(=O)C2(c3ccc([N+](=O)[O-])cc3)CCCC2)c1	2.9	61	2.1	8.0	17	-1	-4	-1	3
O=C(COC(=O)c1ccccc1Cl)NCCC1=CCCCC1	0.3	6	-1.1	-3.2	-5	0	1	1	10
COc1cccc(-c2nc(-c3ccc(NC(=O)c4cccs4)cc3)no2)c1	-5.9	-22	0.3	2.1	6	0	-4	-2	5
CCCCNC(=O)CSc1nc2ccccc2c(=O)n1CC1COc2ccccc2O1 (configuration not stated)	1.3	29	-1.2	-1.6	-25	-1	-8	1	7
CCc1ccc(CCC(=O)Nc2ccc(C(C)=O)cc2)o1	-1.6	-9	-1.0	-0.2	13	1	-1	-2	3
(continued)
SMILES	TNF necrop inh	CHOP inh	TRPML3 ag	zfTRPN1 agonist	PPC-1+TRAIL kill	Wee1 stabilizer	RBBP9 inh	Ba/F3 V617F tox	BaF3 tox
Nc1nc2c([N+](=O)[O-])cccc2s1	-1.7	12	0.6	1.4	-2	0	-2	5	3
Cc1ccc(C(=O)NCc2ccc3c(c2)OCO3)cc1S(=O)(=O)N1CCCCC1	-1.1	47	0.6	2.0	35	-2	-11	0	6
Cn1c(=O)c2c(nc(CN3CCc4ccccc4C3)n2Cc2ccc(F)cc2)n(C)c1=O	-11	.	-0.9	-2.2	.	-1	0	-2	2
CCOc1ccc(NC(=O)c2oc3ccccc3c2NC(=O)CC)cc1	0.8	27	0.6	0.2	-2	-1	-4	2	3
CC(C(N)=O)N1C(=O)C2C3C=CC(C3)C2C1=O (configuration not stated)	0.2	-7	0.1	0.2	2	3	-1	-3	1
COc1cc(CCN2C(=O)c3cccc4cccc(c34)C2=O)c(S(=O)(=O)NCCO)cc1OC	-0.8	20	0.8	1.8	19	7	-6	1	5
CCOC(=O)Cn1c(=O)oc2cc(S(=O)(=O)N3CCc4ccccc43)ccc21	-0.5	28	0.6	1.9	11	1	-5	-2	8
Cc1ccc2cc(CN(Cc3ccco3)S(=O)(=O)c3c(C)ccc4nsnc34)c(=O)[nH]c2c1	-12	-3	0.3	0.9	37	-2	-13	3	5
COC(=O)CSc1nnc(-c2cccs2)n1-c1ccc(Cl)cc1	-1.8	7	0.5	-1.6	1	2	-5	-1	2
CC1(C)Cc2c(C#N)c(N3CCN(C(=O)c4ccccc4Cl)CC3)nc(-c3ccco3)c2CS1	-1.3	5	0.6	1.5	-21	-4	-6	1	5
Cc1cc(C)nc(SCc2nnc(SCC(=O)N3CCOCC3)o2)n1	-1.9	1	0.1	1.1	18	-2	-13	5	2
C/C(=N\NC(=O)c1ccc(C)cc1C)c1ccc2c(c1)OCO2	1.1	21	0.6	-0.5	13	-2	-4	-1	4
COc1ccc(OCc2ccc(C(=O)N3CCOCC3)cc2)cc1	-0.8	-8	0.2	1.2	-15	-1	-11	-3	1
CC(=O)OCC1=C(C(=O)O)N2C(=O)C(NC(=O)C(C)Cn3nc(C)c(Cl)c3C)C2SC1 (configuration not stated)	-1.0	4	0.8	-0.1	-4	-2	-2	-1	5
CC(=O)Nc1cccc(NC(=O)C(F)(F)F)c1	-0.5	4	0.8	1.7	35	-1	-5	-1	-2
COc1ccc(-n2ncc3c(NCc4cccs4)ncnc32)cc1	1.0	4	1.0	1.2	2	1	-3	-5	1
CC(/C=N/NC(=O)c1ccc(Br)cc1)=C\c1ccccc1	-0.2	68	-0.8	-0.7	20	-1	-1	-3	-2
O=C(Nc1ccc(Cl)c([N+](=O)[O-])c1)Nc1nc2ccccc2s1	3.5	92*	1.6	3.4	12	6	-4	-5	-9
Cc1ccc(CSCCC(=O)NCCC2=CCCCC2)cc1	1.4	20	0.0	-1.3	9	2	-5	-3	1
COc1ccc(C(=O)Nc2ccc(N3CCOCC3)cc2)cc1S(=O)(=O)NC1CCCC1	-1.5	-4	0.2	0.7	8	-2	0	2	11
CCN(CC)S(=O)(=O)c1cccc(-c2n[nH]c(=S)n2CC(C)C)c1	-0.8	-25	0.2	-0.5	-16	-1	1	4	9
CCOC(=O)C1=C(N)N2C(=O)C(C)SC2=C(C(=O)OCC)C1c1ccccc1 (configuration not stated)	-0.8	22	-0.3	0.7	13	0	-4	0	3
CCn1c(C)nc2cc(C(=O)N/N=C/c3ccc(O)c(O)c3O)ccc21	0.4	24	0.2	-0.5	26	1	9	-3	1
Cc1cc(N2CCCCC2)nc(N2CCCCC2)n1	1.7	-16	0.4	-1.1	9	-2	-2	-4	-2
COc1ccccc1N1CCN(C2CCN(C(=O)c3ccc(F)cc3)CC2)CC1	0.5	8	0.3	-0.1	-3	1	-6	0	-1
Further structures:
SMILES	TNF necrop inh	CHOP inh	TRPML3 ag	zfTRPN1 agonist	PPC-1+TRAIL kill	Wee1 stabilizer	RBBP9 inh	Ba/F3 V617F tox	BaF3 tox
COc1cc(/C(C)=N\NC(=O)CSc2nc3ccccc3n2C)ccc1O	0.5	-6	0.2	-0.6	1	5	-12	-4	-2
COC(=O)C1=C(CN2CCCc3ccccc32)NC(=O)NC1c1ccc(F)cc1 (configuration not stated)	2.6	69	-0.7	-0.9	-9	-5	-6	-1	4
COc1ccc(C(=O)OCC(=O)Nc2nc3c(F)c(F)c(F)cc3s2)cc1OC	-0.4	-11	1.3	0.4	12	1	-8	3	3
CC(C)(C)C1CCc2c(sc(NC(=O)CSc3ncn[nH]3)c2C#N)C1 (configuration not stated)	-4.1	63	0.4	1.0	12	0	-7	-5	2
O=C(CSc1nc(-c2cccs2)cc(C(F)(F)F)n1)NCCCn1ccnc1	-1.7	24	0.5	0.6	15	3	-4	-2	3
N#Cc1c(NC(=O)/C=C/c2ccco2)sc2c1CCCC2	-11	23	0.9	0.9	-2	8	-8	91*	90*
Cc1nc2ccsc2c(=O)n1-c1ccc(Cl)cc1	1.2	18	-0.4	0.8	7	1	2	5	6
COc1cc2[nH]c3c(=O)n(CCN(C(C)C)C(C)C)cnc3c2cc1OC	1.3	.	1.4	1.2	4	9	-3	3	4
CCOC(=O)C(=N/O)/C(C)=N/NC(C)=O	0.8	4	0.2	1.6	-1	-3	4	2	7
COc1ccc(CNc2nc3ccccc3n2CCN2CCCCC2)cc1	4.1	21	0.2	-1.2	16	-2	2	0	-1
Cn1c(=S)n(/N=C/c2cccs2)c2ccccc21	1.5	7	0.1	-1.9	16	-4	-2	-5	1
COc1cc(OC)cc(C2=NCCN2)c1	0.5	6	0.3	1.6	20	3	-3	3	16
CC(C)CNC(=O)c1oc2ccccc2c1COc1ccccc1	2.4	50	-1.2	-0.8	8	2	-7	2	6
Nc1nc(SCc2nc3sc4c(c3c(=O)[nH]2)CCCC4)n[nH]1	-0.5	-9	-0.8	0.3	11	0	-7	-2	3
CC(C)Oc1nc(-c2ccc(Cl)cc2)nc2ccccc12	0.1	3	0.4	1.0	10	-1	-1	2	1
O=C(NNc1c2ccccc2nc2ccccc12)c1cc2ccccc2cc1O	-8.2	18	-0.1	-1.0	8	-1	-1	-2	2
COc1ccc(C(C)=O)cc1COC(=O)c1ccc(OCc2c(C)noc2C)cc1	-0.3	10	-0.3	0.1	13	-1	0	0	3
CCCc1cc2c(cc1NC(=O)c1ccccc1Cl)OCO2	-1.7	-1	1.1	-1.0	4	-4	-3	-5	1
Cc1ccc2cc(C)c3nnc(SCC(=O)c4cccs4)n3c2c1C	0.9	9	-0.1	-0.1	7	1	2	-2	2
CCOC(=O)C1=C(C)N=C2SC(C)C(=O)N2C1c1ccc(OC(C)=O)c(OCC)c1 (configuration not stated)	0.2	24	-0.5	-1.0	3	1	1	-7	2
